Source: PubChem BioAssay (The Scripps Research Institute Molecular Screening Center)
GPR151 ag = human GPR151 activation. Q8TDV0. PathHunter beta-arrestin GPR151 cells, luminescence. activation, % at 11.2 µM. hit rate 1% among 650,000. AID 1508602; in the data active = activation above about 4.9%;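 also: 0% = median of compound wells and 100% = cells with positive control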
TEAD-YAP block = TEAD-YAP interaction inhibition. hit rate 1.4% among 640,000. HEK-TIYL cells, TEAD-Gal4/YAP UAS-luciferase luminescence. inhibition, % at 9.12 µM; in the data active = inhibition above about 32%;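 also: 0% = median of test compound wells and 100% = reference inhibitor wells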
MITF inh = human MITF inhibition, primary screen; O75030; AlphaScreen MITF homodimerization, bead proximity signal; inhibition, % at 2.6 µM; hit rate 0.91% among 650,000; AID 1259374; in the data active = inhibition above about 50%;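 also: 0% = vehicle wells with protein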
FBW7 activator = activators of human E3 ligase FBW7; Q969H0; AlphaScreen FBW7–phospho-cyclin E peptide binding, activator screen; normalized activity (activation), % at 26.1 µM; AID 1259310; hit rate 0.13% among 650,000; in the data active = normalized activity above about 1.9%;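 also: purified mutant Fbw7 with reduced substrate affinity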
Target sequence (Q969H0 whole entry, looked up): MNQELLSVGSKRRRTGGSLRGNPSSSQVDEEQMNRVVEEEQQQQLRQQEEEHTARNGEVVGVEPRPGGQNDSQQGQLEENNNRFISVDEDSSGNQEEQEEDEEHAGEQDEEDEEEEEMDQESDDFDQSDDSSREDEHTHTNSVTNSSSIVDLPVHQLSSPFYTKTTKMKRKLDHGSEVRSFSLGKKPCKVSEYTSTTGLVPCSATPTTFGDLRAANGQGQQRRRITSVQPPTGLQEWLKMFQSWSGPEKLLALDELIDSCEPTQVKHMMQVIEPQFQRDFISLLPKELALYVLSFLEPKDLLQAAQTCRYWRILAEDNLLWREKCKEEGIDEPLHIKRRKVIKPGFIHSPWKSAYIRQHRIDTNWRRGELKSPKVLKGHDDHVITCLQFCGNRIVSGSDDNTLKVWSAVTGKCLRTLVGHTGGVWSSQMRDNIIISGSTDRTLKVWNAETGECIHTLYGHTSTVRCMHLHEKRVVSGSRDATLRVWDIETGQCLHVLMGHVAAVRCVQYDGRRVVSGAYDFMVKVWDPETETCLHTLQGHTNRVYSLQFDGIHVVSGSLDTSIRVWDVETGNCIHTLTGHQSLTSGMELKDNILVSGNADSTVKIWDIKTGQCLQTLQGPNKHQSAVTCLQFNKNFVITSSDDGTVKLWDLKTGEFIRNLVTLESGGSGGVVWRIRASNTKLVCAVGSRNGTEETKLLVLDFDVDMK
Active calls of the source: *; & = joins results of further samples.

1: COc1ccc(C(=O)NC(C(=O)O)C23CC4CC(CC(C4)C2)C3)cc1 (centres undefined)
2: Nc1nc(SCC(=O)NCc2ccco2)[nH]c(=O)c1NC(=O)c1cccs1
3: CC(C)C(C)NC(=O)CSc1nnc(COc2ccccc2Cl)o1 (centres undefined)
4: CCOc1ccc(C2NC(=O)NC(C)=C2C(=O)Nc2ccc(Br)cc2)cc1 (centres undefined)
5: CCc1ccccc1N1C(=O)NC(=O)/C(=C\c2cc(C)n(-c3cccnc3)c2C)C1=O
6: CC(C)c1ccc(NC(=O)C2C3C=CC4(O3)C2C(=O)N(CCCN(C)Cc2ccccc2)C4C(=O)NC2CCCCC2)cc1 (centres undefined)
7: O=C(c1cccs1)N1CCN(c2ccc([N+](=O)[O-])c(NC3CC3)c2)CC1
8: Cc1cc(C)cc(N(C)S(=O)(=O)c2c(C)noc2/C=C/N(C)C)c1
9: Cc1ccc2cc3c(nc2c1)OCC(=O)N(Cc1ccccc1)C3
10: COc1ccc(NC(=O)C2CCCO2)cc1Cl (centres undefined)

entry no.	1	2	3	4	5	6	7	8	9	10
GPR151 ag	-0.1	0.6	7.7*	0.0	-1.4	1.2	-0.5	-1.0	2.9	-1.2
TEAD-YAP block	0.9	4.4	9.5	24.2	-3.4	7.5	13.5	-1.2	48.3*	-4.3
MITF inh	10.4	21.9	8.2	2.3	11.9	-0.4	13.3	-0.5	2.9	-10.0
FBW7 activator	0.2	0.0	0.1	0.0	-0.5	0.0	0.8	0.1	0.1	0.1

11: O=c1ccc2cc(S(=O)(=O)N3CCC(c4c[nH]c5ccccc45)CC3)ccc2o1
12: CCc1cc2c(=O)c(-c3nc4ccccc4s3)coc2cc1OC(=O)c1ccco1
13: CCN(C(=O)c1cn(CC)c(=O)c2cc(OC)c(OC)cc12)c1ccccc1F
14: NS(=O)(=O)c1ccc(N=Cc2c(O)n(Cc3ccco3)c(=O)[nH]c2=O)cc1
15: N#CCC(NC(=O)OCc1ccccc1)C(=O)O (centres undefined)
16: CCCNC(=O)c1cccc(-c2ccc(OC)cc2)c1
17: COc1cccc(/C=N/NC(=O)C(=O)Nc2ccc(C)c(C)c2)c1
18: CC(C)(C)C1=Nn2c(nnc2-c2ccccc2)SC1
19: CCN(CC)CCCNc1c(Cc2ccccc2)c(C)c(C#N)c2nc3ccccc3n12
20: C#CCOCC1CCCN(S(=O)(=O)c2cc(C)c(Cl)cc2Cl)C1 (centres undefined)

entry no.	11	12	13	14	15	16	17	18	19	20
GPR151 ag	2.8	0.5	1.6	0.5	2.1	-1.0	-1.3	-0.1	2.7	1.6
TEAD-YAP block	7.5	-2.4	-19.9	8.4	-8.7	-14.9	1.5	2.2	-20.4	4.6
MITF inh	3.2	2.9	-13.6	78.7*	16.4	5.8	10.5	9.0	-6.6	-0.5
FBW7 activator	0.1	0.2	0.3	-0.7	0.2	0.2	0.9	0.0	0.0	0.1

21: O=C1NCCCCC1NS(=O)(=O)c1cccc2nsnc12 (centres undefined)
22: Cc1ccc(C(=O)CSc2nnc3[nH]c(=O)c(C)nn23)cc1C
23: Cc1cccc(Oc2coc3cc(OCc4ccc(Br)cc4)ccc3c2=O)c1
24: CCOC(=O)c1sc(C)c2c1NC(c1ccc(N(C)C)cc1)NC2=O (centres undefined)
25: COc1cc(/C=N/NC(=O)c2cccc(NC(=O)c3ccccc3C)c2)cc(OC)c1OC
26: Cc1cc(Cl)ccc1NS(=O)(=O)c1ccc(Cl)s1
27: COCc1cc(=O)n2[nH]cnc2n1
28: COc1cc(OC)cc(C(=O)Nc2cc(-n3c(C)nc4ccccc4c3=O)ccc2F)c1
29: COc1ccc(CNC(=O)[C@@H](NC(N)=O)C(C)C)cc1
30: Cc1cc(=O)oc2c1c(C)nn2CCO

entry no.	21	22	23	24	25	26	27	28	29	30
GPR151 ag	0.4	-1.2	-0.5	-0.1	0.4	-0.1	1.0&-0.6	-0.5	-0.8	-0.6
TEAD-YAP block	-6.6	-0.3	0.8	4.0	4.9	5.4	-7.7&-1.9	5.2	-2.0	-6.5
MITF inh	0.6	14.9	-2.7	17.8	5.5	4.0	8.4&-1.2	12.8	6.8	-18.8
FBW7 activator	-0.2	0.0	0.0	0.1	0.2	0.0	-0.2&-0.4	0.2	-0.1	0.0

31: COc1cc2c(C(=O)NC3CCCCC3)cn(C)c(=O)c2cc1OC
32: CCCN1CCC(N(C2CC2)S(=O)(=O)c2ccc(NC(C)=O)cc2)CC1
33: Cn1ncc2c(NCCCO)ncnc21
34: CC(=O)c1cccc(-c2cc(C(=O)NC3CCN(Cc4ccccc4)CC3)ccn2)c1
35: CCCn1c2c(c(=O)n(C)c1=O)C(c1ccccc1C)C1=C(COC1=O)N2 (centres undefined)
36: CCOc1cccc2c1OC1(C)C(C(=O)N(C)C)C2NC(=S)N1c1ccccc1OC (centres undefined)
37: N#CC1=C(N)Oc2n[nH]c(-c3ccc(Cl)cc3)c2C1c1ccc(OCc2ccccc2F)cc1 (centres undefined)
38: Nc1nonc1C(=O)N/N=C/c1ccc(O)cc1
39: COc1nc(NCCc2ccc(OC)c(OC)c2)nc(Nc2ccccc2)n1
40: CC(=O)N1CCN(c2cc(N3CCc4ccccc4C3)c(F)cc2[N+](=O)[O-])CC1

entry no.	31	32	33	34	35	36	37	38	39	40
GPR151 ag	-0.4	-0.1	1.5	-2.8	0.7	0.1	0.2	-7.5	-0.1	0.6
TEAD-YAP block	-6.7	-8.4	2.0	-8.2	1.3	-0.4	-21.7	-3.0	-20.1	6.8
MITF inh	16.6	-5.8	-0.4	3.4	-4.5	8.9	10.8	-17.8	9.6	26.7
FBW7 activator	0.1	-0.1	-0.1	-0.1	-0.3	-0.1	0.0	-0.1	0.1	0.0

41: CCC1CN(CC(=O)N2CCC(O)CC2)Cc2ccc(Cl)cc2O1 (centres undefined)
42: CC(=O)c1ccc(NC(=O)c2ccc(CNS(=O)(=O)c3cc(C)ccc3C)cc2)cc1
43: O=C(/C=C/c1ccc(F)cc1)NCCN1CCOCC1
44: COc1ccc(CNC(=O)COC(=O)CN2C(=O)C(C)Oc3ccc(C)cc32)cc1 (centres undefined)
45: CCOc1ccccc1NC(=O)c1c(NC(=O)Cc2ccc(OC)cc2)sc2c1CCC2
46: CCOc1ccccc1-n1c(SCC(=O)NC2CCCC2)nnc1-c1cccnc1
47: COc1cc(Cl)c(Cl)c(/C=N/NC(=O)c2ccncc2)c1O
48: CCOC(=O)C1C(=O)C=C(c2ccco2)CC1c1ccccc1 (centres undefined)
49: CCOC(=O)C1=C(N)OC2=C(C(=O)CCC2)C1c1ccc(F)cc1F (centres undefined)
50: CC12C=CC(O1)C1C(=O)N(c3ccccc3[N+](=O)[O-])C(=O)C12 (centres undefined)

entry no.	41	42	43	44	45	46	47	48	49	50
GPR151 ag	0.1	1.0	1.4	-0.6	-1.1	-0.6	1.5	0.7	1.0	0.3
TEAD-YAP block	-12.8	7.5	-3.2	-0.3	3.0	-3.3	14.6	-18.9	-7.2	8.1
MITF inh	3.6	14.6	21.9	-4.3	0.7	7.0	28.9	-15.8	-2.5	4.9
FBW7 activator	0.1	0.0	0.0	0.1	-0.2	-0.1	0.0	0.1	-0.2	-0.1

51: c1ccc(CNc2ccnc(Nc3ccc(N4CCOCC4)cc3)n2)cc1
52: O=C(c1ccccc1)N(Cc1ccco1)c1ccc(O)cc1
53: CCOc1ccc2c(c1)sc(=NC(=O)c1ccc([N+](=O)[O-])o1)n2C
54: CCC(Cc1ccccc1)NC(=O)Cn1c2ccccc2c2nc(=O)cc(C)n21 (centres undefined)
55: CCOC(=O)c1c(NC(=O)C(C)Sc2nnc(CNC(=O)Cc3ccccc3)n2C)sc2c1CCCCC2 (centres undefined)
56: O=C1C2CC=C(Cl)CC2C(=O)N1c1cccc2c(-c3ccccc3)ccnc12 (centres undefined)
57: Cc1ccc(N2C(N)=C(C#N)C(c3ccc(Br)s3)C3=C2CCCC3=O)cc1 (centres undefined)
58: O=c1cc(N2CCOCC2)[nH]c(=O)n1C1CCCCC1
59: O=C1c2cccnc2C(=O)N1Cc1ccc(F)cc1S(=O)(=O)NC1CCCCCC1
60: Cc1cc(C)cc(N2C(=O)c3ccccc3C2=O)c1

entry no.	51	52	53	54	55	56	57	58	59	60
GPR151 ag	0.7	-0.9	-1.3	0.2	-1.4	-0.5	2.9	-1.1	-3.2	-0.2
TEAD-YAP block	41.4*	12.8	-3.7	-8.2	16.0	4.1	18.7	5.2	4.9	10.1
MITF inh	10.4	7.5	1.6	-9.5	-1.5	15.2	-4.5	-9.7	-1.9	-54.2
FBW7 activator	-0.4	1.2	-0.1	-0.1	0.7	0.2	-0.1	0.0	-0.1	0.0

61: CC1CCC(NC(=O)C(=O)Nc2c(F)cc(F)cc2Br)CC1 (centres undefined)
62: CCOc1ccc(-c2[nH]nc3c2C(c2ccc(Cl)cc2)C(C#N)=C(N)O3)cc1OC (centres undefined)
63: CCOc1ccc(S(=O)(=O)NC(=NC)c2ccccc2)cc1
64: C=CCOC(=O)C1=C(C)NC(=S)NC1c1ccccc1OCC (centres undefined)
65: C/C=C(\C)CN1CCN(c2ccc([N+](=O)[O-])cc2)CC1
66: CCOc1ccc(NC(=O)CCc2ccc(S(=O)(=O)NCC(C)C)cc2)cc1
67: Cc1ccc2[nH]c(=O)c(NS(=O)(=O)c3ccccc3)c(-c3ccccc3)c2c1
68: C=C(C)C(=O)NC1=NN(c2ccccc2)C(=O)C1
69: CCOC(=O)CCNC(=O)N1CCN(Cc2nnnn2-c2ccc(Cl)cc2)CC1
70: O=C(c1ccc(F)cc1)C1CCN(C(=O)c2ccc(F)c(F)c2)CC1

entry no.	61	62	63	64	65	66	67	68	69	70
GPR151 ag	-0.4	1.2	1.2	-1.3	0.8	0.8	-1.9	0.4	-1.2	-0.3
TEAD-YAP block	2.5	-5.4	7.7	0.7	-10.1	1.0	22.4	10.2	13.1	1.6
MITF inh	0.5	6.7	-3.6	3.2	32.0	1.0	19.1	-4.5	9.2	4.1
FBW7 activator	0.0	-0.1	0.1	-0.1	-0.2	0.0	0.3	-0.1	0.2	0.0

Other results follow:
| item | SMILES | GPR151 ag | TEAD-YAP block | MITF inh | FBW7 activator |
| --- | --- | --- | --- | --- | --- |
| 71 | COC(=O)/C(C#N)=C/c1ccc(N2CCC(c3ccccc3)=N2)cc1 | -0.4 | -28.7 | 6.6 | -0.1 |
| 72 | COc1ccc(-n2c(C)cn3c4c(=O)n(Cc5ccc(C)cc5)c(=O)n(C)c4nc23)cc1 | -2.1 | -7.9 | -2.8 | -0.1 |
| 73 | CCCC(CCC(=O)Nc1ccc(Cl)cc1Cl)C(=O)O (centres undefined) | -1.1 | 7.4 | 7.2 | 0.1 |
| 74 | COc1ccc(C(=O)c2sc3nc(-c4ccccc4)cc(-c4ccccc4)c3c2N)cc1 | 0.6 | -3.4 | -3.4 | -0.1 |
| 75 | COC(=O)c1cc(-c2ccc(OC)cc2)cs1 | -3.5 | -34.3 | 1.9 | 0.9 |
| 76 | c1ccc(CCSc2nnnn2-c2ccccc2)cc1 | 0.2 | -46.9 | 0.6 | 0.0 |
| 77 | O=C(C1CCN(C2CCN(Cc3ccc(O)c(Cl)c3)CC2)CC1)N1CCCC1 | 0.7 | -4.7 | 1.4 | -0.1 |
| 78 | CC(C)Cn1cnc2c(N)nc3ccccc3c21 | -0.3&-0.5 | -7.3 | -7.2&3.0 | 0.0&0.1 |
| 79 | O=C(NC1CC1)c1ccc(-c2ccc(C(=O)NCCOc3ccccc3)s2)cc1 | -5.0 | -19.5 | 5.3 | -0.1 |
| 80 | O=C(CC1CCCC1)Nc1nc2ccccc2[nH]1 | -2.1 | -53.9 | -4.2 | 0.2 |
| 81 | CCOC(=O)c1cnc2ccc(OCC)cc2c1Nc1ccc(C(=O)O)cc1 | -1.2 | 3.0 | 12.8 | 0.0 |
| 82 | Cc1ccc(C(=O)CSc2nc3cccnc3n2C)cc1 | 0.0 | 11.9 | 8.6 | 0.0 |
| 83 | CCOC(=O)c1c(N)sc(C(=O)Nc2cccc(Cl)c2)c1C | -7.6 | 49.8* | 0.9 | -0.1 |
| 84 | Cc1ccc(Cl)cc1S(=O)(=O)N1CCN(c2ccccc2)CC1 | -0.8 | 1.4 | 7.5 | 0.1 |
| 85 | COc1ccc(C2C(C(=O)Nc3cccc(NC(C)=O)c3)c3ccccc3C(=O)N2C2CCCCC2)cc1 (centres undefined) | -1.0 | -15.5 | -14.9 | -0.1 |
| 86 | CCc1ccc(-n2c(C)cn3c4c(=O)n(CC)c(=O)n(C)c4nc23)cc1 | 1.8 | 7.9 | -13.2 | 0.3 |
| 87 | c1nnc2nc3c(c(N4CCOCC4)n12)CCC3 | 0.1 | -1.7 | 9.4 | -0.1 |
| 88 | O=C1N[C@@H](CO)C(=O)N2CCN(Cc3nc(-c4ccccc4)cs3)C[C@H]12 | 0.6 | 5.9 | 5.4 | 0.1 |
| 89 | Cc1ccc(C)c(Cn2c(C)c(CNCCc3ccccc3)c(C(=O)O)c2C)c1 | -0.5 | 13.2 | 3.1 | -0.2 |
| 90 | COC(=O)CN(C)C1CCC(=O)N(Cc2ccc(F)c(F)c2)CC1 (centres undefined) | 1.5 | -3.3 | 12.7 | 0.2 |
| 91 | CCC(C)NC(=O)CCc1nnc2n(Cc3ccc(C)cc3)c(=O)c3ccccc3n12 (centres undefined) | -0.2 | -5.5 | 16.9 | 0.1 |
| 92 | COc1ccc(Br)cc1/C=N/OC(=O)c1ccccc1 | -0.4 | 2.1 | -8.5 | -0.2 |
| 93 | O=C(Oc1ccc(Cl)cc1)c1cccc(S(=O)(=O)N2CCCCC2)c1 | 0.2 | 1.0 | -20.2 | 0.0 |
